hcGAS lum: human cGAS inhibition; recombinant h-cGAS, ATP depletion, Kinase-Glo luminescence; AID 1259398; actives 0.081% (n = 290,000); inhibition, % at 12.5 µM; Q8N884;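 also: 0% = vehicle reaction and 100% = reaction without DNA for no activity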
Target sequence (Q8N884 whole entry, looked up): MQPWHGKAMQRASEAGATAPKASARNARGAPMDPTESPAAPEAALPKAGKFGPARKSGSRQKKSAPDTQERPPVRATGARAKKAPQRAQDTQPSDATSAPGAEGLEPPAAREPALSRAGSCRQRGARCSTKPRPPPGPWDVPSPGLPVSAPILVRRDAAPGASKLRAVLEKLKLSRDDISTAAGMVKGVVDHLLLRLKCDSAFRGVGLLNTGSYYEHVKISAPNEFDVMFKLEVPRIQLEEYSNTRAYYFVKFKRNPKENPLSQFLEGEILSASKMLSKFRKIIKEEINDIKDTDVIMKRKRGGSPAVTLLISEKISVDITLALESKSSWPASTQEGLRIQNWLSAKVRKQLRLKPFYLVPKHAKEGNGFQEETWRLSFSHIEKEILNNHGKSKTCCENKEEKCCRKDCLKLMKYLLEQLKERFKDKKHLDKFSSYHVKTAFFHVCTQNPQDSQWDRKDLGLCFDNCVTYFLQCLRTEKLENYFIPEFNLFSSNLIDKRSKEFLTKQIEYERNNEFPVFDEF
mcGAS lum: inhibitors of mouse cGAS; Q8C6L5; recombinant cGAS, Kinase-Glo ATP depletion luminescence; inhibition, % at 12.5 µM; actives 0.15% (n = 160,000);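 also: 0% = negative control wells and 100% = reference inhibitor with no enzyme activity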
NPYLR7 ag: activates Aedes aegypti NPYLR7 receptor | HEK293T NPYLR7/Galpha15, GCaMP6s calcium fluorescence | activation, % at 10 µM | actives 0.15% (n = 270,000); in the data active = activation above about 40%;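 also: 0% = vehicle and 100% = reference agonist at the receptor; some compounds past the cut are filed as inactive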
Numbers without * were called inactive; . = not tested or not shown; & = joins results of further samples. Rule as the data show it, unless noted: active = inhibition above about 40%; inactive = the rest.

SMILES	hcGAS lum	mcGAS lum	NPYLR7 ag
O=C(O)CCC(=O)N(CCc1ccccc1)C1CC(=O)N(c2ccc(F)cc2)C1=O (centres undefined)	1	2	0
Cc1cnc(SCCc2ccncc2)nc1C	-1	-2	2
Cc1c(Cl)cccc1NC(=O)CC(=O)N1CCCCC1c1cccnc1 (centres undefined)	-5	.	4
COC(=O)[C@H]1C[C@@H](O)CCN1Cc1cnn(C(C)C)c1	-12	-7	.
CCCC(=O)NCc1ccc(N2CC(C)OC(C)C2)c(F)c1 (centres undefined)	-6	.	5
OCCN(Cc1ncc[nH]1)CC12CC3CC(CC(C3)C1)C2	-6	-9	21
COc1ccc(-c2nnc(NC(=O)c3ccc(F)cc3)s2)cc1	0	1	-6
CCOC(=O)c1ccc(NC(=O)NCCN2CCN(c3nc(Cc4cccc(OC)c4)ns3)CC2)cc1	-12	-4	-8
CC(=O)Nc1ccc(CN2C(=O)C(C)ON=C2c2ccc(CN3CCOCC3)cc2)cc1 (centres undefined)	-2	.	1
CCn1c(=O)c2c(nc3n(-c4cc(C)ccc4C)c(C)cn23)n(C)c1=O	-13	.	7
Cc1nn(CC(=O)NCCCn2ccnc2)c(C)c1[N+](=O)[O-]	-5	-4	-2
COc1ncccc1CN1CCN(c2ccc(C(N)=O)cn2)CC1	-1	.	0

Reformatted: results already given
Molecule,hcGAS lum,mcGAS lum,NPYLR7 ag
OCCN(Cc1ncc[nH]1)CC12CC3CC(CC(C3)C1)C2,-6,-9,21
COc1ccc(-c2nnc(NC(=O)c3ccc(F)cc3)s2)cc1,0,1,-6
CCOC(=O)c1ccc(NC(=O)NCCN2CCN(c3nc(Cc4cccc(OC)c4)ns3)CC2)cc1,-12,-4,-8
CC(=O)Nc1ccc(CN2C(=O)C(C)ON=C2c2ccc(CN3CCOCC3)cc2)cc1 (centres undefined),-2,.,1
CCn1c(=O)c2c(nc3n(-c4cc(C)ccc4C)c(C)cn23)n(C)c1=O,-13,.,7

(continued)
SMILES	hcGAS lum	mcGAS lum	NPYLR7 ag
O=C1CC2(CCN(CCc3ccccc3)CC2)CN1	-2	-11	-2
Cn1ncc([N+](=O)[O-])c1C(=O)N1CCOCC1	-3	-3	-1
CCOC(CNC(=O)c1c(O)nc2cc(C)ccn2c1=O)OCC	8	4	-2
Cc1nc2c(=O)n(Cc3ccc(F)cc3)nc(-c3cccs3)c2s1	1	-6	4
CC1=CCCC(C)(C)C1/C=C/C(C)=N\O (centres undefined)	-3	.	1
CCOC(=O)CC1COCCN1CC(=O)Nc1cc(C)ccc1F (centres undefined)	-2	-12	-2
O=c1cc(CSc2nnc3n2CCCCC3)c2c(ccc3ccccc32)o1	0	.	-7
CS(=O)(=O)Oc1ccc(CN(Cc2ccco2)C(=O)Nc2ccc(Br)cc2)cc1	-3	-4	1
COCCCNC(=O)CCn1cnc2c([nH]c3ccc(C)cc32)c1=O	-2	-6	.
COc1ccc(OC)c(C2CCN(Cc3nnc(-c4ccc(C)n4C)o3)C2)c1 (centres undefined)	-9	.	4
O=C1COCc2cc(-c3cccnc3)ccc2N1Cc1ccccc1	-5	.	4
COc1ccc2c(c1)-c1sc(C(=O)NCCC#N)cc1CC2	-6	-6	0
Cc1nn(CC(=O)N2C[C@H](N(C)C)C[C@H]2CO)c(=O)c2ccccc12	-9	-13	.
CC1(C)CC(=O)C(C2(O)C(=O)Nc3ccccc32)CO1 (centres undefined)	-4	-6	-1
Brc1ccc(C2=Nc3nnnn3C(c3ccc(Br)cc3)C2)cc1 (centres undefined)	-11	.	0
O=C(NC1(C(F)(F)F)NC(=O)N(C2CCCCC2)C1=O)c1ccncc1 (centres undefined)	1	0	15
CCOC(=O)c1c(-c2ccccc2)oc2cc(Br)c(OC)cc12	-5	-5	1
O=C(CC1CCCCC1)NCCNC(=O)N1CCSCC1	6	.	5
CCCCOc1ccc(C(=O)Nc2c3c(nn2C(C)(C)C)CSC3)cc1	-1	-8	-2
C=CCN(CC(=O)N1CCc2sccc2C1COc1cccc(OC)c1)C(=O)c1cccs1 (centres undefined)	1	1	-4
Cc1ccn2c(NC(C)(C)CC(C)(C)C)c(-c3ccc(Cl)cc3)nc2c1	-2	-8	9
CN(Cc1ccc(N2CCOCC2)cc1)C(=O)C1Cc2ccccc2O1 (centres undefined)	-3	-7	4
CN1CCN(C(CNS(=O)(=O)C2=Cc3ccccc3CC2)c2cccs2)CC1 (centres undefined)	-8	-15	5
C[C@@]12CO[C@H](c3ccccc3)C[C@@H]1C[C@H](N1CCN(Cc3cccc(C#N)c3)CC1)C2	8	-6	-1
COCCN1CCCC2(CCN(C(=O)c3nccc4ccccc34)C2)C1 (centres undefined)	-3	-14	8
COc1cc([N+](=O)[O-])ccc1NC(=O)C(C)OC(=O)c1cccs1 (centres undefined)	-10	.	5
COCCNC(=O)CN1CN(c2ccccc2)C2(CCN(C(=O)Nc3c(Cl)cccc3Cl)CC2)C1=O	2	-1	.
c1cncc(C2Oc3ccccc3C3CC(c4cccs4)=NN32)c1 (centres undefined)	-15	-2	1
Cc1nnc(-c2cccc(C#N)c2)n1C(C)c1ncc(C(C)(C)C)o1 (centres undefined)	-4	.	0
CCc1ccc(S(=O)(=O)Nc2ccc3c(c2)C(=O)Nc2ccccc2O3)s1	-4	.	10
Cc1nonc1NC(=O)c1ccc(C(C)(C)C)cc1	-14	.	-16
O=C(c1ccccc1C(F)(F)F)N1CCC(c2nc(-c3ccc(C(F)(F)F)cc3)no2)CC1	-3	-7	-5
C=CCOc1ccccc1/C=C1/NC(=S)NC1=O	-2	-3	-1
CC(C)(C)NC(=O)N1CCN(C(C(=O)N2CCSCC2)C2CCCC2)CC1 (centres undefined)	1	-3	2
Cc1nn(C)cc1-c1c(-c2ccccc2)ncn1CCNC(=O)c1ccncc1	-5	-10	.
COc1ccc(-n2cccn2)c(CN2CCCCC2c2ccccn2)c1 (centres undefined)	0	.	2

One compound at a time, as listed above.
`COCCNC(=O)CN1CN(c2ccccc2)C2(CCN(C(=O)Nc3c(Cl)cccc3Cl)CC2)C1=O` in the list: hcGAS lum = 2; mcGAS lum = -1; NPYLR7 ag = .
`COc1ccc(-n2cccn2)c(CN2CCCCC2c2ccccn2)c1` (centres undefined) in the list: hcGAS lum = 0; mcGAS lum = .; NPYLR7 ag = 2
`c1cncc(C2Oc3ccccc3C3CC(c4cccs4)=NN32)c1` (centres undefined) in the list: hcGAS lum = -15; mcGAS lum = -2; NPYLR7 ag = 1

Other entries
SMILES	hcGAS lum	mcGAS lum	NPYLR7 ag
O=C(CSc1nc2ccccc2[nH]1)N/N=C\c1ccccc1O	-6	-9	0
O=C(NCCS(=O)(=O)N1CCCC1)c1cccc2ccnn12	-1	-9	2
CCc1ccc(Oc2c(C)oc3cc(OC(C)=O)ccc3c2=O)cc1	-6	-7	-5
CCC(C)N(CC(=O)N1CCc2sccc2C1c1ccc(OC)cc1)S(=O)(=O)c1ccc(F)cc1 (centres undefined)	-1	-3	11
Cc1ccc(Cc2nc(N3CCN(S(C)(=O)=O)CC3)c3c(C)nn(-c4ccc(F)cc4)c3n2)cc1	-6	-9	-7
CC1=CC[C@@H]2CN(C(=O)Cc3ccc(S(C)(=O)=O)cc3)C[C@@H]2C1	-4	.	1
CCOC(=O)c1nn(-c2ccccc2C)c(=O)cc1NC(=O)C(CC)CC	-2	-6	.
O=C(c1ccco1)N1CCCC(OCc2ccc(OC(F)(F)F)cc2)C1 (centres undefined)	-6	-5	-2
CN(C)C(=O)CSc1nnc(-c2ccccc2F)n1C1CCCCC1	-7	.	0
CC1(C(=O)Nc2ccc3c(c2)OCO3)CCN1Cc1ccc(-c2ccccc2)o1 (centres undefined)	-10	.	9
Cc1ccc(CNC(=O)C(C)Sc2nc3sccc3c(=O)[nH]2)cc1 (centres undefined)	-3	.	5
O=C(Nc1ccc(F)cc1)Nc1cccc(S(=O)(=O)NCc2ccco2)c1	1	0	1
CN(Cc1ccc2c(c1)OCO2)C(=O)c1cccc(C#CC(C)(C)O)c1	-3	-13	-4
Cc1nc(C(C)N(C)C(=O)Nc2ccc3c(c2)OCO3)c(C)s1 (centres undefined)	-5	.	10
COc1cccc(O)c1CN1CCN(C2CCCCC2)C(=O)C1	-1	.	-2
Cc1noc(-c2ccco2)c1C(=O)NCc1ccsc1	-2	-6	5
CC(=O)Nc1ccc(CC2CCN(C(=O)COC(C)=O)CC2)cc1	-4	-7	19
O=C(NN=Cc1c(F)c(F)c(F)c(F)c1F)C1CC1	-6	.	0
CCCC1Oc2ccccc2C(=O)N(CC(=O)c2ccc(OCC)cc2)C1=O (centres undefined)	-6	-3	-4
CCOC(=O)C1CCCCN1CC(=O)N1N=C(c2ccc(OC)cc2OC)CC1c1cc(OC)ccc1OC (centres undefined)	-6	-5	10
O=C(O)CCN1C(=O)/C(=C/c2ccco2)SC1=S	5	10	-4
O=C(NCc1cccs1)c1cncn1-c1cccc(-c2ccc(Oc3ccccc3)cc2)c1	-7	-8	4
N#Cc1cccc(-c2nnc(CNc3ccc(C(F)(F)F)cc3)o2)c1	-6	-9	2
COc1ccc(CC2(CO)CCN(Cc3nc(C(C)C)cs3)CC2)cc1	-5	-3	3
CN1CCN(C(=O)c2cc3cc(Cl)ccc3[nH]2)CC1	-2	-6	1
O=C(CN1CCC(c2ccccc2)C1)N1CCC2(CCCO2)CC1 (centres undefined)	0	-8	3
NC(=O)c1ccc(NC(=O)CC2(C(=O)O)Cc3ccccc3C2)cc1	-15	.	5
CCOc1ccccc1CNC(=O)c1ccc(-c2cc(-c3cccc(C(F)(F)F)c3)n[nH]2)cc1	-10	-10	-2
CN(CC(=O)c1ccc(O)cc1)Cc1ccc(CO)o1	-7	.	6
CC(C)CC(=O)Nc1c(-c2cccc(F)c2)nc2ccccn12	-6	-7	-5
CCOC(=O)c1c(NC(=O)c2cc(S(N)(=O)=O)c(Cl)cc2Cl)sc(C(=O)N(CC)CC)c1C	-6	-4	12
COc1cc2c(cc1OC)C1(C)N(CC2)C(OC(C)=O)=NN1c1ccccc1 (centres undefined)	-6	.	-1
CCOC(=O)C1=C(C)N=c2s/c(=C/c3ccc(OC(C)=O)cc3)c(=O)n2C1c1ccccc1Cl (centres undefined)	-3	-5	-4
CC(C)(C)NC(=O)C1CSCN1S(=O)(=O)c1ccccc1S(C)(=O)=O (centres undefined)	-8	.	4
Cc1ccc(-c2nc3ccccn3c2NC(=O)COCc2ccccc2)cc1	-5	-7	-5
CC1(C)CCC2=C(O1)c1ccccc1C(=O)C2=O	7&8	21&28	0&4
O=P1(c2ccccc2)C=Cn2c1cc1c2CCCC1 (centres undefined)	-6&-6	.	-1&10
COc1cc(-c2n[nH]c(Cc3ccccc3)n2)nc(OC)n1	-1	.	3
COc1cccc(C(=O)Nc2ccccc2C2SCC(=O)N2c2ccc(C)cc2C)c1 (centres undefined)	7	1	.
CCN1Cc2cc(OC)ccc2N(CC(O)COc2ccccc2)CCC1=O (centres undefined)	-7	-2	1
CN(C1CCCCC1)S(=O)(=O)N1CCN(c2cccc(F)c2C#N)CC1	-9	.	6
C=C(C)COc1ccc(C(=O)NC(CC)c2cnn(C)c2)cc1 (centres undefined)	-8	.	9
Nc1cccc(-n2cnnn2)c1	-6	.	6
Cc1cnc(NC(=O)CCSc2ccccc2F)s1	-10	-8	0
Cc1nn(CC(=O)c2c(N)n(CC(C)C)c(=O)n(C)c2=O)c(C)c1[N+](=O)[O-]	-11	.	7
CCc1n[nH]c(=O)c(-c2nc(-c3cc(C)ccc3C)cs2)c1CC	-6	.	0
COc1cccc(-c2nc(C=Nc3ccc(I)cc3)c(O)o2)c1	-8	-8	5
Cn1ncc(C2CC(=O)Nc3cc(O)ccc32)c1C1CC1 (centres undefined)	-3	-5	-3
O=C(CSc1nc2c(c(=O)n1-c1ccc(F)cc1)SCC2)NCc1ccc(F)cc1	-3	-6	-1
COCCN(CC(=O)Nc1nc(CC(=O)NCc2ccc(F)cc2)cs1)C(=O)c1ccccc1	-13	-7	-2
COc1ccc(-c2c(NC(=O)C(C)C)oc3c(C)cccc3c2=O)cc1	-3	.	5
Cc1sc2nc(CN3CCCC3)nc(NC3CCCC3)c2c1C	-4	.	2
CCN(c1ccccc1C)S(=O)(=O)c1ccc(O)c(C(=O)O)c1	-6	.	5
CCOc1ccccc1-n1ccc2c(cnc3ncnn32)c1=O	-8	.	2
Cc1cccc(C(=O)N(Cc2cc(NC(=O)C3CC3)ccc2N(C)C)C(C)c2ccccc2)c1 (centres undefined)	15&1	-9&-8	5&25
Cn1cc(CN(C(=O)C2CCCN(Cc3ccco3)C2)C2CC2)cn1 (centres undefined)	-10	.	3

Screens (PubChem BioAssay)
